From PubChem
ER stress surv = protection against thapsigargin ER stress killing – CSM14.1 cells, ATP luminescence, primary screen; AID 1010, 2008; relative survival (cellular ATP), % at 15 µg/mL (by protocol); hit rate 0.33% among 48,000; CSM14.1 thapsigargin ER stress survival;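 active = survival measured by cellular ATP above 50% at 15 µg/ml in the first screen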;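 note: cell death triggered by about 15 µM thapsigargin; ATP read 24 h after thapsigargin was added; plate controls were thapsigargin with DMSO for no effect and DMSO without thapsigargin for full effect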
An asterisk follows results filed as active.

`O=C(NCC1OCCc2ccccc21)c1ccco1` (stereo not drawn) gave ER stress surv 1.
Fc1ccc(C2C=C(c3ccccc3)NC(=S)N2)cc1 (stereo not drawn) was read as ER stress surv -2.
Screening CC(=O)N1CCN(c2ccc(NC(=O)c3cc(I)ccc3Cl)cc2)CC1 returned ER stress surv 1.
For O=C1OC(/C=C/c2ccccc2)=NC/1=C/c1ccc(-c2ccc3c(c2)C(=O)NC3=O)o1 the results were ER stress surv 5.
Screening Cc1cc(-c2ccc(/C=c3\sc4nc5cc(Br)cnc5n4c3=O)o2)c(C)c([N+](=O)[O-])c1 returned ER stress surv 9.
For CCCOc1cccc(C(=O)Nc2ccc(NC(=O)CC)cc2)c1 the results were ER stress surv 4.
For COC(=O)C1=C(C)N(c2ccc(F)cc2)C(=O)/C1=C\c1ccc([N+](=O)[O-])cc1 the results were ER stress surv -1.
Screening Cc1ccc(N2C(=O)C3C4c5ccccc5C(C)(c5ccccc54)C3C2=O)cc1 (stereo not drawn) returned ER stress surv 11.
Screening CCOC(=O)COc1ccc(/C=C2/C(=O)NN(c3ccc(F)cc3)C2=O)cc1OC returned ER stress surv 4.
For CCOC(=O)c1ccc(NC(=O)Cc2ccc(Br)cc2)cc1 the results were ER stress surv 9.
For O=C(Nc1ccccc1)/C(=C\c1cccs1)NC(=O)c1ccccc1 the results were ER stress surv 3.
Screening O=S(Cc1ccc(Cl)cc1)CC(O)COc1ccccc1 (stereo not drawn) returned ER stress surv 6.
`COc1ccc(C(=O)Nc2nc3ccc(C)cc3s2)cc1OC` gave ER stress surv -1.
Screening COc1ccc(-n2c(SCC(=O)N3CCOCC3)nc(O)c(Cc3ccccc3)c2=O)cc1 returned ER stress surv 1.
Screening O=C1CC(Nc2ccc(F)cc2)C(=O)N1c1ccc(N2CCOCC2)cc1 (stereo not drawn) returned ER stress surv 0.
`CC1=C(C(=O)OCC2CCCO2)C(c2cccc([N+](=O)[O-])c2)NC(=O)N1` (stereo not drawn) gave ER stress surv 2.
For COc1cc(/C=C2\C(=O)NC(=O)N(c3ccc(C)c(C)c3)C2=O)cc(I)c1O the results were ER stress surv 1.
Screening COc1ccc(C2=N/C(=C\N(C)C)C(=O)O2)cc1 returned ER stress surv -8.
O=C1NC(=S)S/C1=C\c1ccccc1OS(=O)(=O)c1ccc([N+](=O)[O-])cc1 was read as ER stress surv 4.
`CCOC(=O)C(=CNc1ccccc1O)C(=O)OCC` gave ER stress surv -6.
For COc1cc(C(=O)NN2C(=O)/C(=C/c3ccc(Cl)cc3Cl)SC2=S)ccc1O the results were ER stress surv 14.
For CCCCCOC(=O)CCN1C(=O)/C(=C/c2ccccc2)SC1=S the results were ER stress surv 8.
For COc1ccccc1N1C(=O)c2cccc3c(Cl)ccc(c23)C1=O the results were ER stress surv 4.
For Cc1cccc(C2(c3cccc(C)c3)CC2C(=O)Nc2ccccc2Cl)c1 (stereo not drawn) the results were ER stress surv -2.
O=C(Nc1ccc(O)cc1)c1ccc2c(c1)C(=O)N(c1ccccn1)C2=O was read as ER stress surv 24.
Screening Cn1c2c(c3cc([N+](=O)[O-])ccc31)CCCC2=O returned ER stress surv 1.
For CCN(CC)C(=O)COc1ccc(-c2ccccc2)cc1 the results were ER stress surv -2.
O=C(/C=C/c1ccc(Cl)cc1Cl)Nc1ccc(C(=O)Nc2ccccc2)cc1 was read as ER stress surv -3.
For Cc1ccc(-c2ccccc2)n1-c1ccc(C(=O)O)cc1 the results were ER stress surv -1.
Screening O=C1CC(N2CCC(Cc3ccccc3)CC2)C(=O)N1CCc1ccccc1 (stereo not drawn) returned ER stress surv 8.
For CN1CCN(Cc2c(O)ccc3c(=O)c(-c4ccc(Cl)cc4Cl)coc23)CC1 the results were ER stress surv -4.
Screening Cc1ccc(S(=O)(=O)NC(=O)Nc2ccccc2C(F)(F)F)cc1 returned ER stress surv 2.
`CCC(=O)Nc1sc(C)c(C)c1C(N)=O` gave ER stress surv -2.
`COc1ccccc1C(=O)N/N=C(\C)c1ccc(C)o1` gave ER stress surv -2.
Screening CN(C)c1ccc(NC(=O)C2CC(=O)N(c3ccc(F)cc3)C2)cc1 (stereo not drawn) returned ER stress surv 12.
N/C(=N\OC(=O)c1cccc(Br)c1)c1cccc([N+](=O)[O-])c1 was read as ER stress surv -22.
For CCCC(=O)Nc1nnc(-c2cccc(OCC)c2)s1 the results were ER stress surv 6.
CCNC(=S)NCCc1ccc(S(N)(=O)=O)cc1 was read as ER stress surv 5.
`Oc1ccccc1C1=Nc2ccccc2N=C(C(F)(F)F)C1` gave ER stress surv 2.
Cc1[nH]n(-c2ccccc2)c(=O)c1C=Nc1ccc(S(=O)(=O)N(C)C)cc1 was read as ER stress surv -5.
For COC(=O)C1=C(C)N(c2ccccc2F)C(=O)/C1=C\c1ccccc1F the results were ER stress surv 0.
Screening Cc1ccc(NC(=O)c2cc3ccccc3o2)cc1 returned ER stress surv -2.
`COc1cc(CN2CCN(Cc3ccccn3)CC2)cc(OC)c1O` gave ER stress surv 2.
`C=CCNCCCCOc1ccc(Br)cc1` gave ER stress surv -18.
O=Cc1ccc(-c2ccc(C(=O)O)cc2)o1 was read as ER stress surv 3.
COc1ccc(-n2nc3cc(C)c(N)cc3n2)cc1 was read as ER stress surv -4.
Screening Brc1ccc(/C=N/n2c(-c3ccccc3)nnc2-c2ccccc2)cc1 returned ER stress surv 9.
CCOc1ccc(C=NN2CCN(c3ccc(Cl)cc3)CC2)cc1 was read as ER stress surv -5.
For O=C(O)CC1NC(=S)N(c2ccccc2)C1=O (stereo not drawn) the results were ER stress surv 14.
Cc1cc(=O)[nH]c(N/N=C/c2cc([N+](=O)[O-])ccc2O)n1 was read as ER stress surv -1.
Screening CCOc1ccc(C(=O)N2CCCc3ccccc32)cc1OCC returned ER stress surv 2.
For CCCCOC(=O)CCCN1C(=O)/C(=C/c2ccccc2)SC1=S the results were ER stress surv 15.
Screening Cc1cccc(CN2CCN(C(=O)c3ccc(F)cc3)CC2)c1 returned ER stress surv 5.
Screening COc1cccc(NC(=O)c2ccc(OC)c([N+](=O)[O-])c2)c1 returned ER stress surv 6.
Screening O=C(NC(Cc1ccccc1)C(=O)Nc1ccccn1)OCc1ccccc1 (stereo not drawn) returned ER stress surv 4.
CCOC(=O)c1c(NC(=O)c2ccc(C)cc2)sc2c1CCC2 was read as ER stress surv 10.
For COC(=O)c1cc(Cl)c(NC(=O)COc2cc(C)ccc2C(C)C)cc1OC the results were ER stress surv -3.
Screening CCOC(=O)c1c(C)oc2ccc(OCC(N)=O)cc12 returned ER stress surv 0.
For CCOC(=O)c1c(Nc2ccccc2)sc(C=NCCc2ccccc2)c1O the results were ER stress surv 1.
`CC(=O)Nc1ccc(S(=O)(=O)Nc2ncccn2)cc1` gave ER stress surv 6.
For O=C(COc1cccc2ccccc12)Nc1ccc2c(c1)OCCO2 the results were ER stress surv 0.
Screening COc1ccc(/C=C2\SC(=O)N(CC(=O)Nc3ccccc3Cl)C2=O)cc1OC returned ER stress surv 5.
Screening CN(C)c1ccc(/C=C2\SC(N3CCCCCC3)=NC2=O)cc1 returned ER stress surv -7.
Screening COc1ccc(OC)c(NC(=O)CN(c2cc(Cl)cc(Cl)c2)S(C)(=O)=O)c1 returned ER stress surv 1.
Screening CC(/C=N/N1CCN(Cc2ccc(C)cc2)CC1)=C\c1ccco1 returned ER stress surv -13.
Screening COc1ccc2c(Cl)c(C(=O)N/N=C/c3ccccn3)sc2c1 returned ER stress surv 5.
Cc1cc(C)nc(SCC(=O)Oc2ccc3oc(=O)cc(C)c3c2)n1 was read as ER stress surv 10.
Screening Cc1ccc(-c2ccccc2N)o1 returned ER stress surv -5.
For CCCNC1=C(Cl)C(=O)c2ccccc2C1=O the results were ER stress surv 6.
For Nc1nnc(CCc2ccccc2)s1 the results were ER stress surv 6.
CC(=O)NCCOc1ccccc1Oc1ccccc1 was read as ER stress surv 13.
Screening CCOc1ccc(/C=C2\C(=O)C(C(=O)OC)=C(C)N2c2ccc(F)cc2)cc1 returned ER stress surv 9.

Quoted at random: four records from the list, in no set order.
Screening COc1ccc(OC)c(NC(=O)CN(c2cc(Cl)cc(Cl)c2)S(C)(=O)=O)c1 returned ER stress surv 1.
Screening CN(C)c1ccc(/C=C2\SC(N3CCCCCC3)=NC2=O)cc1 returned ER stress surv -7.
Screening CC(/C=N/N1CCN(Cc2ccc(C)cc2)CC1)=C\c1ccco1 returned ER stress surv -13.
CC(=O)NCCOc1ccccc1Oc1ccccc1 was read as ER stress surv 13.

(continued)
`CC(=NCCc1ccccc1)C1=C(O)CSC1=O` gave ER stress surv 3.
Screening O=C1c2ccc(Oc3ccc4c(c3)C(=O)N(Cc3cccnc3)C4=O)cc2C(=O)N1Cc1cccnc1 returned ER stress surv 9.
`CN(C)c1ccc(NS(=O)(=O)c2ccc(N3C(=O)CCC3=O)cc2)cc1` gave ER stress surv 4.
O=C(NC(=S)Nc1ccccc1C#Cc1ccccc1)c1ccc(Br)cc1 was read as ER stress surv 2.
Screening O=C(O)CSc1nnc(-c2ccc3c(c2)OCO3)n1-c1ccccc1 returned ER stress surv 0.
Screening CCOc1ccccc1NC(=O)c1c(NC(=O)Cc2ccc(OC)cc2)sc2c1CCCC2 returned ER stress surv 10.
For O=C(Nc1ccccc1)c1cc(Br)ccc1Cl the results were ER stress surv 0.
For CCOc1ccc(NC(=O)c2c(NC(=O)c3ccco3)sc3c2CCC(C)C3)cc1 (stereo not drawn) the results were ER stress surv 9.
For CC1(C)c2ssc(=S)c2-c2ccccc2N1C(=O)CN1CCOCC1 the results were ER stress surv 6.
Screening CCOP(=O)(OCC)C(Nc1cc(Cl)cc(Cl)c1)c1ccc(Br)cc1 (stereo not drawn) returned ER stress surv 6.
`COc1ccccc1C1C(C(C)=O)=C(O)C(=O)N1CCN1CCNCC1` (stereo not drawn) gave ER stress surv 5.
Screening CC(=O)NC1=C(N(C)C)C(=O)c2ccccc2C1=O returned ER stress surv 1.
O=c1c2ccc(Br)c3cccc(c32)c2nc3cccc4cccc(c43)n12 was read as ER stress surv 16.
O=C(Nc1ccccc1)C12CC3CC(CC(C3)C1)C2 was read as ER stress surv 5.
For Cc1ccc(Cc2cnc(NC(=O)c3ccccc3[N+](=O)[O-])s2)cc1 the results were ER stress surv -1.
Screening O=C(O)c1ccccc1-c1ccccc1C(=O)Nc1c[nH]c(=O)[nH]c1=O returned ER stress surv 14.
CC12c3ccccc3C(c3ccccc31)C1C(=O)N(CCO)C(=O)C12 (stereo not drawn) was read as ER stress surv 17.
`O=C1OC(c2ccc(Cl)cc2)=C/C1=C\c1ccco1` gave ER stress surv 1.
`Cc1cc(OCC(=O)Nc2ccc(O)c(-c3nc4ccccc4s3)c2)ccc1Cl` gave ER stress surv 7.
`O=C(Nc1cccc(Cl)c1)Nc1nnc(/C=C/c2ccccc2Cl)s1` gave ER stress surv -3.
Screening CC(NC(=O)c1ccc(Br)cc1)c1ccccc1 (stereo not drawn) returned ER stress surv 9.
CCc1cc2c(s1)SC(c1ccc([N+](=O)[O-])cc1)NC2=O (stereo not drawn) was read as ER stress surv -1.
Cc1ccc(C(=O)Nc2ccccn2)cc1 was read as ER stress surv -17.
Cc1ccc(S(=O)(=O)NC(C)(C)CN2CCOCC2)cc1 was read as ER stress surv 3.

Next part (5 carried over from the part before).
`O=C(Nc1cccc(Cl)c1)Nc1nnc(/C=C/c2ccccc2Cl)s1` gave ER stress surv -3.
Screening CC(NC(=O)c1ccc(Br)cc1)c1ccccc1 (stereo not drawn) returned ER stress surv 9.
CCc1cc2c(s1)SC(c1ccc([N+](=O)[O-])cc1)NC2=O (stereo not drawn) was read as ER stress surv -1.
Cc1ccc(C(=O)Nc2ccccn2)cc1 was read as ER stress surv -17.
Cc1ccc(S(=O)(=O)NC(C)(C)CN2CCOCC2)cc1 was read as ER stress surv 3.
`O=C(/C=C/c1ccc2c(c1)OCO2)NCc1ccc2c(c1)OCO2` gave ER stress surv 12.
`Cc1cc(C)nc(/N=C(/NC(=O)Nc2cccc(Cl)c2)Nc2ccccc2)n1` gave ER stress surv 4.
`COc1ccc(N(CC(N)=O)S(C)(=O)=O)cc1` gave ER stress surv 4.
COc1ccc(-c2nc(-c3ccc(C)cc3)no2)cc1 was read as ER stress surv -3.
Screening Cc1c(Br)c([N+](=O)[O-])nn1CC(=O)N1CCc2ccccc2C1 returned ER stress surv 10.
Oc1oc(-c2ccccc2)cc1N=Nc1ccccc1 was read as ER stress surv 7.
`CCCCCCNC(=O)CN1C(=O)c2ccccc2C1=O` gave ER stress surv 2.
`CCCCN(CCCC)S(=O)(=O)c1ccc(Cl)cc1` gave ER stress surv -2.
`CCOC(=O)C(C(=O)OCC)=C(CCN1C(=O)c2ccccc2C1=O)OC(=O)CCN1C(=O)c2ccccc2C1=O` gave ER stress surv 1.
`CCn1c(SCCc2ccccc2)nc2ccccc2c1=O` gave ER stress surv 8.
Screening COc1ccc(C(=O)OCCN2CCOCC2)cc1 returned ER stress surv 0.
For Cc1ccc(COc2ccc3oc(C)c(C(=O)O)c3c2)cc1 the results were ER stress surv -1.
For Cc1ccc(C)c(NC(=O)/C=C/c2ccc(C)o2)c1 the results were ER stress surv -8.
`CCOc1ccc(-n2c(O)c(C=NCC3(C)CC(O)CC(C)(C)C3)c(=O)[nH]c2=O)cc1` (stereo not drawn) gave ER stress surv 5.
For O=C(CCc1ccccc1)Nc1ccc(Cl)c(C(F)(F)F)c1 the results were ER stress surv -1.

Sorted by SMILES length (largest number first): five of the compounds above.
`CCOc1ccc(-n2c(O)c(C=NCC3(C)CC(O)CC(C)(C)C3)c(=O)[nH]c2=O)cc1` (stereo not drawn) gave ER stress surv 5.
`O=C(/C=C/c1ccc2c(c1)OCO2)NCc1ccc2c(c1)OCO2` gave ER stress surv 12.
For Cc1ccc(COc2ccc3oc(C)c(C(=O)O)c3c2)cc1 the results were ER stress surv -1.
COc1ccc(-c2nc(-c3ccc(C)cc3)no2)cc1 was read as ER stress surv -3.
`CCCCCCNC(=O)CN1C(=O)c2ccccc2C1=O` gave ER stress surv 2.

The list is partial, so the mix of outcomes need not match the whole.
